Compound activity (PubChem)
TDP1 cell noCPT = qHTS for Inhibitors of human tyrosyl-DNA phosphodiesterase 1 (TDP1): qHTS in cells in absence of CPT. Potency, µM (series often up to 46.2 µM), inactives show top-dose activity change, negative = growth inhibition, most hits filed as inhibitors. 420,000 tested, 15% active. DT40 Tdp1-/- hTDP1 cells, no CPT, ATP luminescence, 48 h. AID 686978, 2013; also: nearly all actives have a fitted effect of over 55% in size
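Compound effects on proliferation are scored in DT40 Tdp1-/-;hTDP1 cells in the absence of CPT. ATP levels (CellTiter-Glo luminescence) are recorded after a ≥48 hr, 37 °C incubation.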
KAT2A inh = blocks human GCN5L2 histone acetyltransferase. Q92830. GCN5L2 HAT assay, ThioGlo1 CoA-SH fluorescence. Potency, µM (series often up to 58.9 µM), for the others: at the top dose activity change, negative = inhibition, actives largely listed as inhibitors. 390,000 tested, 0.21% active
Target sequence (Q92830 whole entry, looked up): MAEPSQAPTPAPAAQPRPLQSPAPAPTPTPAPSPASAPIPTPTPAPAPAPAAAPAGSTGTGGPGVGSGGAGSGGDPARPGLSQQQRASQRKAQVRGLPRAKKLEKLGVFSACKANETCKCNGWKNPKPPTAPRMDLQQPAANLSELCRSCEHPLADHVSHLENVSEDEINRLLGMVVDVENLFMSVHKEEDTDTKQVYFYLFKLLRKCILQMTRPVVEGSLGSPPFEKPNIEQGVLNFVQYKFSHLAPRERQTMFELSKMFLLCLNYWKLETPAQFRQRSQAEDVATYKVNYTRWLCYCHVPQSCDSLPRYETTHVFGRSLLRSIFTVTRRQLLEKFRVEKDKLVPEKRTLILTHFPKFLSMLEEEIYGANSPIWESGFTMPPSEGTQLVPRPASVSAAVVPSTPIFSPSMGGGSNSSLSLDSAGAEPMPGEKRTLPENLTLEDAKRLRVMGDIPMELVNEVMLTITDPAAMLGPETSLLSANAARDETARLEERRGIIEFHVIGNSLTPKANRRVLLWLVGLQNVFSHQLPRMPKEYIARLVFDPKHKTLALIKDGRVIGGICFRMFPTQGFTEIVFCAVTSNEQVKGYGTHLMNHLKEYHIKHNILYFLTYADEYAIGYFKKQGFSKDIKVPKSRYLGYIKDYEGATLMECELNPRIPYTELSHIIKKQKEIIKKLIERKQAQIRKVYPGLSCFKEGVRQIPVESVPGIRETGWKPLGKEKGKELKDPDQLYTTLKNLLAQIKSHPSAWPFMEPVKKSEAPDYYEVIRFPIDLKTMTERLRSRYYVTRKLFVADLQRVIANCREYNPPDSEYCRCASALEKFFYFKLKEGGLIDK
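Compounds, pin-transferred from DMSO stocks, meet 20nM GCN5L2 for 15 min before the reaction begins with H3(1-25) peptide (75uM) and acetyl-CoA (70uM). Thiol-reactive ThioGlo1 reports CoA release over 20 min at room temperature.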
TDP1 cell CPT = growth inhibition of DT40 Tdp1-/-;hTDP1 cells with camptothecin (screen for TDP1 inhibitors) | chicken DT40 Tdp1-/-;hTDP1 cells + 20 nM CPT, ATP luminescence, 48 h | 420,000 tested, 12% active | Potency, µM (series often up to 46.2 µM), without a hit: at the top dose activity change, negative = growth inhibition, hits mostly inhibitors; also: nearly all actives have a fitted effect of over 55% in size
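Cell growth measured by CellTiter-Glo luminescence after a minimum 48 h, 37 C compound exposure with 20 nM CPT in Tdp1-knockout DT40 cells stably expressing hTDP1, seeded 400/well; qHTS titration format.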
* marks the source's active call; other numbers are inactive results; ? = inconclusive; nt = not tested or not shown; & = joins results of further samples; ! = a repeat was not active; [ ] = dose if it differs, or a comment. Calls follow the shape of the dose curve; as a rule, active = well fitted curve in the direction sought with a large enough effect; inconclusive = small, poorly fitted or top-dose-only effect, or another doubt; inactive = no such curve, though single readings can be large; an effect the other way counts as inactive or inconclusive. % is scaled to controls: 0 for no effect and ±100 for the full control effect; potency is read from the fitted curve at half-maximal effect.

Each structure is followed by: TDP1 cell noCPT | KAT2A inh | TDP1 cell CPT
> CC(=O)Nc1ccc(NC(=O)C2CC(=O)N(c3cccc(C)c3C)C2)cc1 (configuration not stated)
    5.9% | 1.7% | -3.6%
> O=C(CN1CCN(c2ccccn2)CC1)Nc1ccc(F)cc1F
    -10.0% | 0.7% | -4.0%
> O=C1c2cccnc2C(=O)N1Cc1ccc(S(=O)(=O)NCc2ccco2)cc1
    23.5% | -0.1% | -4.3%
> NC1=NC(c2ccccc2C(F)(F)F)N(c2ccc(F)c(Cl)c2)C(N)=N1 (configuration not stated)
    4.11µM* | 0.8% | 20.6µM*
> COc1cccc(S(=O)(=O)Nc2ccc(C(=O)NCc3ccco3)cc2)c1
    ? | -24.0% | ?
> COc1ccc(CC2c3cc(OC)c(OC)cc3CC[N+]2(C)CCC(=O)OCCCCCOC(=O)CC[N+]2(C)CCc3cc(OC)c(OC)cc3C2Cc2ccc(OC)c(OC)c2)cc1OC (configuration not stated)
    13µM*! | -28.5% | 16.4µM*!
> O=C(Cc1ccccc1)NCCS(=O)(=O)N1CCN(c2ccccc2)CC1
    -1.4% | 2.6% | -2.7%
> Cc1oc2ncnc(N3CCOCC3)c2c1C(=O)N(Cc1ccccc1)C(C)C
    -14.8% | 2.3% | -0.7%
> CCc1cccc(C)c1N(C(=O)Cn1c(COC)nc2ccccc21)C(C)COC (configuration not stated)
    -26.1% | -5.3% | ?
> CC(=O)Oc1ccc(C2=NN(c3ccccc3)C(c3ccccc3)C2)cc1 (configuration not stated)
    -6.0% | -4.5% | 8.6%
> Cc1ccc2c(c1)c1nnc(SCC(=O)N3CCN(c4ccc(F)cc4)CC3)nc1n2CC(=O)O
    -19.1% | -4.9% | -0.2%
> COC(=O)c1sc(NC(=O)c2cc3nc(-c4ccc(Br)cc4)cc(C(F)(F)F)n3n2)c(C(=O)OC)c1C
    ? | 0.4% | ?
> O=C(O)c1ccccc1OP(=O)(O)O
    -14.0% | -1.4%[21.4 µM] | 4.5%
> CN(CC(=O)Nc1ccc(F)cc1)C(=O)CSc1nc2ncc(Cl)cc2[nH]1
    1.1% | -11.6% | 8.4%
> COc1ccccc1-n1cnnc1SCC(=O)Nc1ccccc1
    -21.6% | 2.7% | 1.4%
> O=C(Nc1ccc(N2C(=O)C3C4C=CC(C4)C3C2=O)cc1)Nc1nnc(C(F)(F)F)s1 (configuration not stated)
    ? | -8.9% | -10.9%
> CCc1nc2c(OCc3ccc(Cl)cc3Cl)cccn2c1N(C)C(=O)C1CC1
    ? | nt | ?
> O=C(Cc1ccccc1)c1ccc(N2CCOCC2)cc1
    -26.5% | nt | -11.0%
> CC1CCCC(C)N1C(=O)COC(=O)c1ccc(Br)c(S(=O)(=O)N2CCOCC2)c1 (configuration not stated)
    ? | 3.1% | -13.8%
> NCCCC[C@H](NC(=O)C1CCNCC1)c1nnc([C@@H](N)Cc2ccc(O)cc2)o1
    -17.8% | 0.4% | -5.3%
> COc1cc(CN2CCOc3ccc(CN4CCC(Oc5cccnc5)CC4)cc3C2)ccc1F
    20.6µM* | nt | ?
> COc1cccc(C(=O)Cn2c(=N)n(C)c3ccccc32)c1
    20.6µM* | -2.0% | 13µM*
> CC1CCc2nc3ccc(S(=O)(=O)N4CCC(C(=O)N5CCCCC5)CC4)cc3c(C(=O)O)c2C1 (configuration not stated)
    -2.1% | -4.8% | 10.0%
> C#CCSc1nncn1C(=O)/C=C/c1ccccc1
    ? | -29.2% | 13µM*
> CCC1CCCCN1CCCNC(=O)c1c(O)nc2ccccn2c1=O (configuration not stated)
    17.1%&3.2% | -3.9%&-3.6% | 5.7%&9.1%
> COc1ccc(CN(C(=O)c2ccco2)C2CCS(=O)(=O)C2)cc1 (configuration not stated)
    -4.2% | 6.9% | 8.3%
> O=c1[nH]c2cc([N+](=O)[O-])ccc2c2ccc([N+](=O)[O-])cc12
    14.6µM* | nt | 9.2µM*
> CCOCCNC(=O)c1ccccc1C(=O)NCCOCC
    0.2% | -1.0% | -0.6%
> Cc1c(NC(=S)NC(=O)c2ccccc2Br)c(=O)n(-c2ccccc2)n1C
    -0.4% | 0.2% | 7.7%
> CC1CN(CCN2CC(C)N(C=O)CC2C)C(C)CN1C=O (configuration not stated)
    10.1% | nt | 32.6%[activator]

Gathered by group, the entries above with a CF3 group
Each structure is followed by: TDP1 cell noCPT | KAT2A inh | TDP1 cell CPT
> NC1=NC(c2ccccc2C(F)(F)F)N(c2ccc(F)c(Cl)c2)C(N)=N1 (configuration not stated)
    4.11µM* | 0.8% | 20.6µM*
> COC(=O)c1sc(NC(=O)c2cc3nc(-c4ccc(Br)cc4)cc(C(F)(F)F)n3n2)c(C(=O)OC)c1C
    ? | 0.4% | ?
> O=C(Nc1ccc(N2C(=O)C3C4C=CC(C4)C3C2=O)cc1)Nc1nnc(C(F)(F)F)s1 (configuration not stated)
    ? | -8.9% | -10.9%

Continued.
Each structure is followed by: TDP1 cell noCPT | KAT2A inh | TDP1 cell CPT
> COc1ccc(C(C)=O)cc1COC(=O)c1ccc2c(c1)OCCO2
    9.9% | 2.1% | -3.1%
> CC(C)c1onc(C(=O)Nc2sc3c(c2C#N)CCC3)c1[N+](=O)[O-]
    -5.8% | -18.4% | -3.9%
> CCN1CCN(C(=O)CSc2ccc(C)cc2)CC1
    -13.9% | -1.3% | 12.1%
> CCCc1c(C)c2cccc(C)c2[nH]c1=O
    ? | -0.8% | ?
> Cc1cccc(NC(=O)c2cnc3ccccn3c2=O)c1
    -12.3% | -10.7% | -24.3%
> CNc1nc(CCN2C(=O)c3ccccc3C2=O)cs1
    -9.9% | -8.6% | -25.8%
> Cc1ccc(C2Nc3ccccc3-c3nc4ccccc4n32)o1 (configuration not stated)
    ? | -12.5% | ?
> Cc1ccccc1OCC(=O)Nc1ccc2nc(SCC(N)=O)sc2c1
    ? | -9.7% | ?
> CCOC(=O)C1CCN(C(=O)CSc2ccccc2Cl)CC1
    2.4% | -5.0% | 10.2%
> Nc1cc2c([N+](=O)[O-])cccc2o1
    -12.6% | -0.8% | -8.3%
> O=C(COc1ccc2ccc(=O)oc2c1)NC(Cc1ccc(Cl)cc1)C(=O)O (configuration not stated)
    1.2% | -5.9% | -10.7%
> Cc1cccc(S(=O)(=O)c2c(C)cc(C)[nH]c2=O)c1
    1.2% | 2.4% | 22.5%
> c1ccc(CCn2c(C3CC3)nc3ccccc32)cc1
    25.9µM* | 1.0% | ?
> Cc1ccc(C)c(NC(=O)CSc2nnc(CNC(=O)c3ccccc3)n2-c2ccccc2)c1
    -22.2% | -6.6% | 10.3%
> FC(F)Sc1ccc(NC(=S)NC(c2ccccc2)c2ccccc2)cc1
    10.3µM* | -7.7% | 4.61µM*
> Cc1cccc(C)c1NC(=O)CNC(=O)CCCN1C(=O)c2cccc3cccc(c23)C1=O
    ? | -3.3% | -14.4%
> Cc1cn(S(=O)(=O)c2ccc(F)c(Cl)c2)cn1
    -5.0% | -3.9% | 5.8%
> CCOC(=O)c1cccc(NS(=O)(=O)c2cc3[nH]c(=O)c(=O)[nH]c3cc2C)c1
    4.7% | -3.5% | -3.2%
> Cc1ccc(N(Cc2cccs2)C(=O)c2ccco2)cc1
    ? | -12.6% | ?
> CSCCC(=O)Nc1nc(-c2ccccn2)cs1
    ? | -15.3% | 16.4µM*
> NC(=O)c1ccc(SCC(=O)OCC(=O)N2CCCC2=O)c([N+](=O)[O-])c1
    -6.6% | 2.6% | -0.1%
> COc1ccc(CNS(=O)(=O)NCc2ccc(OC)c(OC)c2)cc1
    ? | -3.5% | ?
> Cc1c2ccccc2nc2c(F)c(NCCO)c(F)c(F)c12
    ? | -17.8% | ?
> COc1ccc(Cn2c(-c3ccc(OC)c(O)c3)nc3ccccc32)cc1O
    ? | 23.1% | ?
> COCCCNC(=O)CSc1nc2cc(S(=O)(=O)N3CCCCC3)ccc2o1
    -29.7% | -2.7% | -14.8%

Among those listed so far, these have two or more sulfur atoms.
Each structure is followed by: TDP1 cell noCPT | KAT2A inh | TDP1 cell CPT
> Cc1ccccc1OCC(=O)Nc1ccc2nc(SCC(N)=O)sc2c1
    ? | -9.7% | ?
> FC(F)Sc1ccc(NC(=S)NC(c2ccccc2)c2ccccc2)cc1
    10.3µM* | -7.7% | 4.61µM*
> CSCCC(=O)Nc1nc(-c2ccccn2)cs1
    ? | -15.3% | 16.4µM*
> COCCCNC(=O)CSc1nc2cc(S(=O)(=O)N3CCCCC3)ccc2o1
    -29.7% | -2.7% | -14.8%
